# Compound activity from PubChem BioAssay.
# BRCT PPI green: qHTS Assay for Inhibitors of BRCT-Phosphoprotein Interaction (Green Fluorophore). hit rate 0.05% among 75,000. Potency, µM (doses to about 76.9 µM), for the others: top-dose activity change, negative = inhibition, most hits filed as inhibitors. Breast cancer type 1 susceptibility protein (Homo sapiens), P38398. BRCA1 BRCT-phosphopeptide binding, green fluorescence polarization;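 note: potency is the fitted concentration of half-maximal effect; plate controls were peptide without protein for full effect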
#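 Compounds were incubated for 12 min at room temperature with a complex of 100 nM fluorescein-tagged pBACH1 decapeptide and 250 nM His-tagged BRCT protein. Buffer was phosphate pH 7.3 with EDTA, DTT and Tween 20. Disruption of binding lowers the polarization signal.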
# HADH2 inh: qHTS Assay for Inhibitors of HADH2 (Hydroxyacyl-Coenzyme A Dehydrogenase, Type II). 3-hydroxyacyl-CoA dehydrogenase type-2 (Homo sapiens), Q99714. Potency, µM (series often up to 57.1 µM), inactives show top-dose activity change, negative = inhibition, actives largely listed as inhibitors. hit rate 3.4% among 73,000. AID 886, 2007. recombinant HADH2, NADH fluorescence, beta-hydroxybutyryl-CoA; note: potency is the fitted concentration of half-maximal effect; % is set by controls: 0 for no effect and ±100 for the full control effect; nearly all actives have a fitted effect of over 60% in size; many of its hits are not listed in these tables
#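 His-tagged recombinant enzyme from E. coli, 20 nM, preincubated 15 min RT with compound; reaction started with 1 mM NAD+ and 90 uM beta-hydroxybutyryl-CoA in 100 mM Tris-HCl pH 9.0. NADH fluorescence (ex 360/em 450) read over 4 min; last-minus-first difference.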
# USP2a inh: qHTS Assay for Inhibitors of Ubiquitin-specific Protease USP2a. USP2a enzymatic assay, qHTS inhibition. hit rate 0.1% among 60,000. Potency, µM (doses to about 38.3 µM), inactives show at the top dose activity change, negative = inhibition, actives largely listed as inhibitors;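 note: potency is the fitted concentration of half-maximal effect; nearly all actives have a fitted effect of over 60% in size; plate controls were DMSO for no effect and NEM full inhibition control for full effect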
# Target sequence (O75604 whole entry, looked up): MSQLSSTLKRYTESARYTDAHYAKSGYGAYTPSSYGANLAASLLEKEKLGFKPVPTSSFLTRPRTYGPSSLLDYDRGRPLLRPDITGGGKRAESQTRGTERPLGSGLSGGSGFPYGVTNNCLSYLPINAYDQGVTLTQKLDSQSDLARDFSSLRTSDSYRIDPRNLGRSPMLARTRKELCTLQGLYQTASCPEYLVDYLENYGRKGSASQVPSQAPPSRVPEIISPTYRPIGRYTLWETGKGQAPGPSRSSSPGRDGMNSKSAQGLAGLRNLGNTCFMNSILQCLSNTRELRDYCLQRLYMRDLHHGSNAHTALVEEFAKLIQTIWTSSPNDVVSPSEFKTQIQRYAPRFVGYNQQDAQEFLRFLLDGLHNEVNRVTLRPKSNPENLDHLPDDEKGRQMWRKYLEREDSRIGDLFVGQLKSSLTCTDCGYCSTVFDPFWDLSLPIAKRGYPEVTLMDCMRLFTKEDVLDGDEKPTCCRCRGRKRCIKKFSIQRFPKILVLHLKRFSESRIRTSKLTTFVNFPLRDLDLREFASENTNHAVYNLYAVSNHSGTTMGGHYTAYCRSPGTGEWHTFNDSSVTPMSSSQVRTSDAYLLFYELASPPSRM
#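 Inhibition is measured in a cell-free coupled assay with 20 nM USP2 core, 20 nM Ub-PLA2 and 20 uM NBD C6-HPC, 2.5 h incubation. Activity normalized to NEM control.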
# Pol III holo inh: qHTS Assay for Inhibitors of DNA Polymerase III Holoenzyme System. reconstituted DNA polymerase III holoenzyme replication, biochemical. Potency, µM (series often up to 57.1 µM), without a hit: at the highest dose activity change, negative = inhibition. hit rate 0.25% among 71,000; note: potency is the fitted concentration of half-maximal effect; % is set by controls: 0 for no effect and ±100 for the full control effect
#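 Reconstituted *E. coli* holoenzyme (0.35 nM Pol III, 1 nM beta, 154 nM SSB, 2 nM primase) was preincubated with compound for 15 min at RT. Synthesis on 1.4 nM ssM13Gori ran 35 min, then was stopped with PicoGreen/EDTA and read as dsDNA fluorescence.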
# Rhodamine autofl: qHTS Assay for Spectroscopic Profiling in Rhodamine Spectral Region; Rhodamine-region fluorescence, 547/598 nm, Tris buffer; stronger effect = higher value; max dye-equivalent concentration, M; hit rate 0.05% among 59,000; in the data active = max dye-equivalent concentration above about 11 nM; inconclusive = between about 1.1 nM and that limit
#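 Intrinsic compound fluorescence, ex 547 / em 598 nm, CCD imager. Tris 100 mM pH 8.0; 15 min RT. Output = rhodamine dye-equivalent concentration at each compound concentration.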
# HEK293 cAMP cs: qHTS Assay for Agonists of the Thyroid Stimulating Hormone Receptor: Activators of Intracellular cAMP Concentrations in Parental HEK 293; parental HEK293 CNG cAMP sensor, membrane potential fluorescence; Potency, µM (titrated, usually from 57.1 µM), for the others: at the top dose activation, hits mostly activators; hit rate 2.5% among 73,000; note: potency is the fitted concentration of half-maximal effect; % of control where 0% means no effect; nearly all actives have a fitted effect of over 55% in size
#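 Counterscreen for endogenous-receptor signalling: CNG-channel HEK 293 cells report cAMP rise by membrane depolarization. After 60 min dye equilibration with 100 uM RO 20-1724, compounds incubated 30 min before bottom-read fluorescence at 590 nm.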
# Tau filament bind: qHTS Assay for Tau Filament Binding; recombinant tau filaments, thioflavin S fluorescence, 15 h; filaments grown with octadecylsulfate alongside compound; Potency, µM (titrated, usually from 57.1 µM), for inactives: top-dose activity change, negative = inhibition; hit rate 2% among 71,000; AID 596, 2007;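 note: potency is the fitted concentration of half-maximal effect; % is set by controls: 0 for no effect and ±100 for the full control effect; actives lower thioflavin S fluorescence by blocking filaments or displacing dye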
#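 Assay mix: 1 uM His-tagged tau, 30 uM sodium octadecylsulfate, thioflavine S dye in HEPES/NaCl/DTT buffer. Compound is added prior to the inducer. Fluorescence after 15 h at 37 C.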
# Casp1 inh: qHTS Assay for Allosteric/Competitive Inhibitors of Caspase-1; P29466; Caspase-1 enzyme, Ac-WEHD-AFC fluorogenic rate; Potency, µM (doses to about 57.5 µM), without a hit: at the top dose activity change, negative = inhibition, usual class: inhibitors; hit rate 0.03% among 75,000;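 note: potency is the fitted concentration of half-maximal effect; plate controls were vehicle for no effect and no substrate for full effect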
# Target sequence (P29466 120-297 limits assumed): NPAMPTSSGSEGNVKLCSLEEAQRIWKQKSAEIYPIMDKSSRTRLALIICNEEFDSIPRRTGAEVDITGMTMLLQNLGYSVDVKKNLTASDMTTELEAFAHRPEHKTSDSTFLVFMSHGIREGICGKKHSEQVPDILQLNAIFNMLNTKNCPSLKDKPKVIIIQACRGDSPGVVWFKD
# Target sequence (P29466 317-404 limits assumed): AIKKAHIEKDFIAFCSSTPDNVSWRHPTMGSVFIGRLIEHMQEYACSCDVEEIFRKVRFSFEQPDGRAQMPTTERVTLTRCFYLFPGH
# Casp7 inh: qHTS Assay for Allosteric/Competitive Inhibitors of Caspase-7; P55210; recombinant caspase-7, Ac-DEVD-AFC fluorescence rate; Potency, µM (titrated, usually from 57.5 µM), inactives show at the top dose activity change, negative = inhibition, usual class: inhibitors; hit rate 0.02% among 75,000; active = well fitted inhibition curve with a large enough effect in the main read-out, with a control signal flat, not every such curve was filed as active; inconclusive = small, poorly fitted or top-dose-only effect, or a change in a side signal; note: potency is the fitted concentration of half-maximal effect; % of control where 0% means no effect
# BRCT PPI red: qHTS Assay for Inhibitors of BRCT-Phosphoprotein Interaction (Red Fluorophore) | BRCT-phosphopeptide binding, red fluorescence polarization | hit rate 0.03% among 75,000 | AID 892, 2007 | Potency, µM (series often up to 76.9 µM), for the others: at the top dose activity change, negative = inhibition, most hits filed as inhibitors | Breast cancer type 1 susceptibility protein (Homo sapiens), P38398; note: % is set by controls: 0 for no effect and ±100 for the full control effect
#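 Rhodamine-labelled pBACH1 10-mer (100 nM) bound to BRCT domain (100 nM) at pH 7.3; compounds incubated 12 min room temperature, polarization read. Free peptide defines full inhibition; unlabelled decapeptide titrated as control.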
# ALOX15 inhib: qHTS Assay for Inhibitors of 15-hLO (15-human lipoxygenase) | AID 887, 2007 | Potency, µM (series often up to 57.1 µM), for inactives: at the highest dose activity change, negative = inhibition, usual class: inhibitors | Polyunsaturated fatty acid lipoxygenase ALOX15 (Homo sapiens), P16050 | purified 15hLO-1, xylenol orange hydroperoxide absorbance | hit rate 1.4% among 74,000; note: potency is the fitted concentration of half-maximal effect; % is set by controls: 0 for no effect and ±100 for the full control effect; nearly all actives have a fitted effect of over 55% in size
#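 Purified human 15hLO-1 (40 nM) in 25 mM Hepes pH 7.5, 0.01% Triton X-100, preincubated 15 min RT with compound, then 50 uM arachidonic acid for 6 min. Hydroperoxide read by ferrous/xylenol orange, 30 min; 573/405 nm absorbance ratio gave progress.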
# Starred values were filed as active, the others as inactive; i = inactive; ? = inconclusive; . = not tested or not shown; [ ] = remark or other dose. Unless noted, calls come from the whole dose curve; as a rule, active = well fitted curve in the direction sought with a large enough effect; inconclusive = small, poorly fitted or top-dose-only effect, or another doubt; inactive = no such curve, though single readings can be large; an effect the other way counts as inactive or inconclusive. Only part of the results is shown; the hit share may differ from the screen's.
Molecule	BRCT PPI green	HADH2 inh	USP2a inh	Pol III holo inh	Rhodamine autofl	HEK293 cAMP cs	Tau filament bind	Casp1 inh	Casp7 inh	BRCT PPI red	ALOX15 inhib
Cc1cc(=O)[nH]c(SCCOc2ccc(OC(C)C)cc2)n1	-1.2%	-11%	-1%	1%	?	2%	-6%	1%	1%	-0.9%	1%
COc1ccc(-n2c3c(cc(C(=O)Nc4ccc5c(c4)C(=O)NC5=O)c2=O)C(=O)CCC3)cc1	-0.8%	2%	-2%	0%	.	-3%	-13%	0%	1%	0.6%	-3%
COc1ccc(CCC(=O)N2c3ccccc3CC2C)cc1 (stereo not drawn)	-1.3%	4%	-9%	-4%	i	15%	1%	0%	-2%	0.5%	-6%
CCOC(=O)N1CCN(c2ccc(C(=O)CC)cc2F)CC1	-0.6%	-10%	-2%	-1%	.	15%	32%	-6%	-1%	-1.9%	4%
CS(=O)(=O)NCc1ccc(C(=O)NCc2ccccc2)cc1	-1.3%	5%	-6%	2%	i	11%	13%	-1%	0%	-1.3%	2%
COc1ccccc1N1CCN(Cc2nc(N)nc(Nc3ccc(C)c(Cl)c3)n2)CC1	-0.2%	2%	45%[activator]	1%	i	5%	12%	-5%	-6%	-0.2%	-20%
CCOCCCNC(=O)C1CCCCN1S(=O)(=O)c1ccc(F)cc1 (stereo not drawn)	-1.1%	0%	-24%	-4%	i	6%	-14%	-3%	1%	-3.4%	0%
CC1(C)N=C(/C=N/O)CN1O	-2.8%	0%	-8%	0%	i	4%	1%	-2%	-1%	-2.3%	-1%
Cn1ncc2c1ncn1nc(COc3ccc4ccccc4c3)nc21	-2.0%	6%	4%	-5%	i	14%	-3%	0%	1%	1.3%	3%
COc1ccc(Cl)cc1S(=O)(=O)N1CCN(c2ccc(F)cc2)CC1	-1.7%	-13%	0%	2%	.	?	28%	-1%	-3%	1.7%	-12%
CCN(C#N)c1nc(NC(C)C)nc(NC(C)C)n1	-0.3%	11%	-4%	-1%	i	8%	0%	-1%	-1%	-0.2%	2%
CCOc1ccc(-c2nnc(-c3cccs3)o2)cc1OCC	0.3%	36%[activator]	-10%	-1%	i	25%	3%	0%	2%	-2.6%	-2%
O=C(NCC1CC1)[C@@H]1C[C@H]1[C@@H](NP(=O)(c1ccccc1)c1ccccc1)c1ccccc1	-1.5%	10%	.	-1%	.	13µM*	-1%	0%	-1%	0.1%	.
COc1ccc(N(CC(=O)O)N=O)cc1	0.1%[15.4 µM]	-3%[11.4 µM]	.	-6%[11.4 µM]	i	-4%[11.4 µM]	-2%[11.4 µM]	-2%[11.5 µM]	1%[11.5 µM]	-0.1%[15.4 µM]	-9%[11.4 µM]
CCCCSc1nnc(-c2ccc(NC(=O)CC)cc2)n1C	-2.3%	2%	16%	-2%	i	4%	-8%	4%	2%	-1.1%	-4%
O=C(CCn1c(=O)sc2ccccc21)NCCC1=CCCCC1	-6.2%	-3%	6%	-1%	i	12%	12%	0%	1%	-0.8%	-12%

# Arranged by molar mass (ascending): three of the compounds above
Molecule	BRCT PPI green	HADH2 inh	USP2a inh	Pol III holo inh	Rhodamine autofl	HEK293 cAMP cs	Tau filament bind	Casp1 inh	Casp7 inh	BRCT PPI red	ALOX15 inhib
CCN(C#N)c1nc(NC(C)C)nc(NC(C)C)n1	-0.3%	11%	-4%	-1%	i	8%	0%	-1%	-1%	-0.2%	2%
CS(=O)(=O)NCc1ccc(C(=O)NCc2ccccc2)cc1	-1.3%	5%	-6%	2%	i	11%	13%	-1%	0%	-1.3%	2%
Cc1cc(=O)[nH]c(SCCOc2ccc(OC(C)C)cc2)n1	-1.2%	-11%	-1%	1%	?	2%	-6%	1%	1%	-0.9%	1%

# In a second layout: eleven of the compounds above.
# Each structure is followed by: BRCT PPI green, HADH2 inh, USP2a inh, Pol III holo inh, Rhodamine autofl, HEK293 cAMP cs, Tau filament bind, Casp1 inh, Casp7 inh, BRCT PPI red, ALOX15 inhib
- Cc1cc(=O)[nH]c(SCCOc2ccc(OC(C)C)cc2)n1
  -1.2%, -11%, -1%, 1%, ?, 2%, -6%, 1%, 1%, -0.9%, 1%
- COc1ccc(-n2c3c(cc(C(=O)Nc4ccc5c(c4)C(=O)NC5=O)c2=O)C(=O)CCC3)cc1
  -0.8%, 2%, -2%, 0%, ., -3%, -13%, 0%, 1%, 0.6%, -3%
- COc1ccc(CCC(=O)N2c3ccccc3CC2C)cc1 (stereo not drawn)
  -1.3%, 4%, -9%, -4%, i, 15%, 1%, 0%, -2%, 0.5%, -6%
- CCOC(=O)N1CCN(c2ccc(C(=O)CC)cc2F)CC1
  -0.6%, -10%, -2%, -1%, ., 15%, 32%, -6%, -1%, -1.9%, 4%
- CS(=O)(=O)NCc1ccc(C(=O)NCc2ccccc2)cc1
  -1.3%, 5%, -6%, 2%, i, 11%, 13%, -1%, 0%, -1.3%, 2%
- COc1ccccc1N1CCN(Cc2nc(N)nc(Nc3ccc(C)c(Cl)c3)n2)CC1
  -0.2%, 2%, 45%[activator], 1%, i, 5%, 12%, -5%, -6%, -0.2%, -20%
- CCOCCCNC(=O)C1CCCCN1S(=O)(=O)c1ccc(F)cc1 (stereo not drawn)
  -1.1%, 0%, -24%, -4%, i, 6%, -14%, -3%, 1%, -3.4%, 0%
- CC1(C)N=C(/C=N/O)CN1O
  -2.8%, 0%, -8%, 0%, i, 4%, 1%, -2%, -1%, -2.3%, -1%
- Cn1ncc2c1ncn1nc(COc3ccc4ccccc4c3)nc21
  -2.0%, 6%, 4%, -5%, i, 14%, -3%, 0%, 1%, 1.3%, 3%
- COc1ccc(Cl)cc1S(=O)(=O)N1CCN(c2ccc(F)cc2)CC1
  -1.7%, -13%, 0%, 2%, ., ?, 28%, -1%, -3%, 1.7%, -12%
- CCN(C#N)c1nc(NC(C)C)nc(NC(C)C)n1
  -0.3%, 11%, -4%, -1%, i, 8%, 0%, -1%, -1%, -0.2%, 2%
